Bioassay records (PubChem BioAssay)
FECH block: human FECH heme synthesis enzyme inhibition; purified FECH, Ni-mesoporphyrin absorbance 550 nm; calls only at 10 µM (by protocol); 20,000 tested, 3.3% active;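 active = enzyme reaction rate more than 3 SD below the solvent-only control wells on the same plate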;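 note: lower slope than DMSO wells means FECH inhibition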
Target sequence (P22830 whole entry, looked up): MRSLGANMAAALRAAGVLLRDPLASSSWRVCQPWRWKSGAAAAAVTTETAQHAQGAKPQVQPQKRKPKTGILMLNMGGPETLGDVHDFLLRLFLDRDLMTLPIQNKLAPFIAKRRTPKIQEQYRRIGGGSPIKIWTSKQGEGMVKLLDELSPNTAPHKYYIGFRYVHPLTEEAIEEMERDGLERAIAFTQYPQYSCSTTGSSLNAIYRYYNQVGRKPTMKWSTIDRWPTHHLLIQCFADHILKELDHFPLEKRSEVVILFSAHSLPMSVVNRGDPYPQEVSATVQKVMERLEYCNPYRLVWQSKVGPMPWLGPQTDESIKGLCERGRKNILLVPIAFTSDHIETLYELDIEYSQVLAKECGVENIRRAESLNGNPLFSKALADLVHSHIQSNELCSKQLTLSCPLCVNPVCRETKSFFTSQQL
Calls only; i = inactive; + = active, no number.

SMILES | FECH block
Cc1cccc(C(=O)Nc2ccccc2Sc2cc(C)nc3nc(-c4ccccc4)nn23)c1 | i
CC(C)n1ccnc1CN1CCC(C(=O)N2CCOCC2)CC1 | i
OCCNc1nc(Nc2cccc(Cl)c2)c2cnn(-c3ccccc3)c2n1 | i
CCn1nc(C)c(NC(=O)CN2CCC(Oc3ncccn3)CC2)c1C | i
O=C(c1cncc(-c2ccn[nH]2)n1)N1CCCCC1 | i
CC(C)Cn1c(CN(C)Cc2ncc[nH]2)nc2ccccc21 | i
Cc1cc(C)n(-c2cccc(CN3CCC(N)(C(=O)O)C3)c2)n1 (configuration not stated) | i
Cn1cc(NC(=O)CN2CCc3onc(-c4ccc5c(c4)OCO5)c3C2)cn1 | i
O=c1ccc(-c2ccc(Cl)c(S(=O)(=O)Nc3ccc(Oc4ccccc4)cc3)c2)n[nH]1 | i
Cc1cc(C)n(-c2cccc(-c3nccn3C(C)c3ncnn3C)c2)n1 (configuration not stated) | i
CC(C)N(CCSc1ccccc1)C(=O)c1ccc2[nH]c(=O)c(=O)[nH]c2c1 | i
Cc1ccc(Nc2cc(C)nc(Nc3ccc(NC(=O)c4ccccc4C)cc3)n2)cc1 | i
CCNC(=O)C1CCN(CC(=O)Nc2cc(OC)cc(OC)c2)C1 (configuration not stated) | i
COc1ccccc1CNC(=O)c1nc[nH]c1C(=O)N1CCC(O)(c2ccc(Cl)cc2)CC1 | +
Cc1cccc(CN2CCCN(CC(=O)NC3CCCC3)S2(=O)=O)c1 | i
O=C(NCCCN1CCN(C2CCCCC2)CC1)C1CCCN1c1nnc(N2CCCC2=O)s1 (configuration not stated) | +
COc1cccc(NC(=O)CN2CCN(Cc3ccc(C)cc3)S2(=O)=O)c1 | +
Cc1ccc(N(Cc2nc3nc(C)cc(C)n3n2)C(=O)c2cccc(C)c2)cc1 | +
COC(=O)c1cc2n(n1)CCN(C(=O)c1ccc(S(C)(=O)=O)cc1)C2 | i
CCCNS(=O)(=O)c1ccc2c(c1)NC(=O)CC(=O)N2 | i
C/C(=C\c1ccco1)CN1CCC(CNC(=O)NC(C)C)C1 (configuration not stated) | i
CCCCN(Cc1nc2nc(C)cc(C)n2n1)S(=O)(=O)c1ccc(C)cc1 | i
CCc1c(C)nc2ncnn2c1Sc1ccc(NC(=O)Nc2cc(OC)c(OC)c(OC)c2)cc1 | +
COCCNc1cc(-c2ccc(-c3ccon3)s2)c2cc[nH]c2n1 | i
Cc1ccc(CNC(=O)C2CCCN2S(=O)(=O)c2cc3c(cc2C)NC(=O)CO3)cc1 (configuration not stated) | i
COCc1nnc(NC(=O)CN2CCCC(c3nnc4ccccn34)C2)s1 (configuration not stated) | i
COc1cc(C)c(Cl)cc1S(=O)(=O)N1CCN(c2nc(C)cc(N3CCCC3)n2)CC1 | i
CCc1cc(Sc2ccccc2NC(=O)c2ccc(F)cc2)n2ncnc2n1 | i
CCNc1ccnc(N(C)Cc2ncc(C)[nH]2)n1 | i
Cc1cc(C(F)(F)F)n2nc(C(=O)N[C@@H]3C[C@@H](CO)N(C)C3)cc2n1 | i
CCCN(CCC)c1nc(Nc2ccc(F)cc2)c2cnn(-c3ccccc3)c2n1 | i
COc1ccc(C2C=C(c3ccccc3)Nc3nc(NC(=O)c4ccc(C)cc4)nn32)cc1 (configuration not stated) | i
OCCNc1cc(-c2cc(CO)ccn2)c2cc[nH]c2n1 | i
Cc1ccc(C2=CC(c3ccc(Cl)cc3)n3nc(NC(=O)CCc4ccccc4)nc3N2)cc1 (configuration not stated) | i
COc1ccc(OC)c(Nc2nc(NC3CCCC3)nc3c2cnn3-c2ccccc2)c1 | i
Cc1ccc(S(=O)(=O)N2CCC(CC(=O)NCC3CCCO3)CC2)cc1 (configuration not stated) | i
COc1cccc2c1OCC(CN(C)Cc1snnc1C)=C2 | i
COc1cccc(OCC(=O)Nc2cc(N3CCCS3(=O)=O)ccc2OC)c1 | i
COc1cc(Cl)cc(CN2CCC(CNC(C)=O)C2)c1OC (configuration not stated) | i
O=C(c1ccccn1)N1C[C@H]2OC(=O)N(CCCN3CCOCC3)[C@H]2C1 | i
CN(C)CCNC(=O)c1nc[nH]c1C(=O)NCc1ccccn1 | i
COc1cccc(CNS(=O)(=O)c2ccc3c(c2)CCN3C(=O)CCC(=O)N2CCOCC2)c1 | i
O=C(Nc1nc2n(n1)C(c1c(F)cccc1Cl)C=C(c1ccc(Cl)cc1)N2)c1cccnc1 (configuration not stated) | +
CC(=O)Nc1ccnn1CC1=CCCN(C2C=CCCC2)C1 (configuration not stated) | i
O=C1CCC2(CCN1)CCN(Cc1cnc(C3CCCCC3)nc1)CC2 | i
CCCS(=O)(=O)N1CCN(Cc2nc3cccnc3n2-c2ccc(C)cc2)CC1 | i
CN1CC(=O)N2CCN(Cc3cc(C#CCO)cs3)CC2C1=O (configuration not stated) | i
c1cc(-c2cc(C3CCN(Cc4cncnc4)C3)ccn2)ccn1 (configuration not stated) | i
COc1cccc(CN(c2nc3nc(C)c(Cl)c(C)n3n2)S(=O)(=O)c2ccc(C)cc2)c1 | i
CCCN(CCC)c1nc(Nc2ccc(C)cc2)c2cnn(-c3ccccc3)c2n1 | i
Cc1cccc(C(=O)Nc2nc3n(n2)C(c2ccccc2Cl)C=C(c2ccc(Cl)cc2)N3)c1 (configuration not stated) | i
COc1cc(CC(=O)N2C[C@@H]3[C@@H]4CC[C@@H](C4)[C@@H]3C2)cc(OC)c1OC | i
CO[C@H]1COC[C@@H]1NC(=O)c1coc(COc2ccc3sc(C)nc3c2)n1 | i
Cc1cc(N2CCCCC2C)n2nc(-c3cccnc3)nc2n1 (configuration not stated) | i
O=C(O)c1ccccc1C1CCN(C(=O)CCCOc2ccccc2)C1 (configuration not stated) | i
CCc1cc(Sc2ccc(NC(=O)Nc3ccc(C)c(F)c3)cc2)n2nc(C)nc2n1 | i
CCOc1ccc(S(=O)(=O)NCc2nc3cccnc3n2Cc2ccccc2OC)cc1 | i
CCc1c(C)nc2ncnn2c1Sc1ccc(NS(=O)(=O)c2cc(C)cc(C)c2C)cc1 | i
Cc1ccc(N2C(=O)CCS2(=O)=O)cc1S(=O)(=O)Nc1cccc(Cl)c1 | i
Cn1ccc2c(-c3ccc(C(=O)N4CCCC4)cn3)ccnc21 | i
(listing goes on)
SMILES | FECH block
CCN(Cc1c(C)nn(CC)c1C)Cc1c(C)n(C)n(-c2ccccc2)c1=O | i
O=C(c1cn[nH]n1)N1CCN(c2nnc(C(F)(F)F)s2)CC1 | i
Cc1cccc(Nc2nc(NCCN3CCOCC3)nc3c2cnn3-c2ccccc2)c1 | i
CCCn1cnnc1CNC(=O)c1csc(-c2cccs2)n1 | i
CCn1c(=O)n(Cc2c(C)cc(C)cc2C)c(=O)c2cnc(-c3ccc(OC)cc3)nc21 | i
CC(Cn1cccn1)C(=O)NCc1cccnc1N1CCN(C)CC1 (configuration not stated) | i
CCCCC(=O)Nc1ccc(Sc2cc(CC)nc3ncnn23)cc1 | i
COc1ccccc1Cn1c(CNS(=O)(=O)c2c(C)cc(C)cc2C)nc2cccnc21 | i
CC1CCc2[nH]nc(C(=O)N3CC(c4ccncc4)C3)c2C1 (configuration not stated) | i
CCOc1ccc(Nc2nc(N(C)CCO)nc3c2cnn3-c2ccccc2)cc1 | i
Cc1ccc(S(=O)(=O)N(Cc2nc3nc(C)cc(C)n3n2)c2cccc(C)c2)cc1 | i
CCOCCCNC(=O)C1c2c(n(C)c3ccccc23)SCC(=O)N1Cc1ccc(C)cc1 (configuration not stated) | i
CN1CCN(CCn2cnc(-c3ccccc3)c2-c2cnc[nH]2)CC1 | i
CNC(=O)CC(C)N(C)CC1=Cc2cc(Cl)ccc2OC1 (configuration not stated) | i
CCS(=O)(=O)Nc1cnc(N(Cc2ccccc2)Cc2ccccc2)c(C(=O)O)c1 | i
Cc1ccc(-c2ccc(N3CCC(C(=O)NCCCN(C)Cc4ccccc4)CC3)nn2)cc1 | i
COc1cc(-c2cc(N)nc(N3CCCC3)n2)cc(OC)c1OC | i
CSc1ccccc1-c1cc(C)nc(N)n1 | i
C1=CC(Cc2n[nH]c(Cc3ccccc3)n2)CC1 (configuration not stated) | i
Cc1cc2nc(COc3ccc(Cl)cc3NC(=O)C(C)Oc3ccccc3)cc(=O)n2o1 (configuration not stated) | i
CC(C)c1nc(CN(C)C(=O)CCC(=O)NC2CCCC2)cs1 | i
COCCN(Cc1cnn(C)c1)C(=O)c1cccc(N)c1 | i
Cc1ccc(Cl)cc1N1CCN(C(=O)c2nc3ccccc3n(C)c2=O)CC1 | i
COc1ccc(NC(=O)NCCc2nc3cccnc3n2C2CCCCC2)c(OC)c1 | i
O=C(Cc1ccc(Cl)cc1)NCCn1c(CCc2ccccc2)nc2cccnc21 | i
Cc1[nH]cnc1-c1n[nH]c(=O)n1CCc1ccccc1 | i
C=C(C)[C@@H]1CC=C(CN2CCC(NS(C)(=O)=O)CC2)CC1 | i
CNC(=O)C1CCC(Cn2c(=O)c3sccc3n(CC(=O)Nc3cc(F)ccc3F)c2=O)CC1 (configuration not stated) | i
Cc1cccc(NC(=O)Cn2nc(N3CCN(c4ccc(F)cc4)CC3)ccc2=O)c1 | i
CC(=O)c1cccc(NC(=O)C2CCN(c3ncnc4c3nc3n4CCCCC3)CC2)c1 | i
COc1ncc(-c2nccn2CCNc2ccncc2C)cn1 | i
COc1c(C)cnc(Cn2c(=O)c3cnc(-c4cccs4)nc3n(C)c2=O)c1C | i
CN(C)CC1(O)CCCN(C(=O)c2cccc(CC3CCNCC3)c2)CC1 (configuration not stated) | i
Cc1cc(N(C)Cc2nc3ccccc3n2C)nc(-c2cccnc2)n1 | i
CCOc1ccc(S(=O)(=O)NCc2nc3cccnc3n2CCOC)cc1 | i
Cc1ccsc1CN(CCN(C)C)C(=O)c1ncccc1O | i
Cc1ccc(-n2ncc3c(-n4nc(C)cc4NC(=O)c4ccc(Cl)cc4)ncnc32)c(C)c1 | i
CC(C)C1CN(Cc2cc(-c3cccnc3)no2)CCCN1CC1CC1 (configuration not stated) | i
CCn1c(CNS(=O)(=O)c2cc(C)ccc2C)nc2cccnc21 | i
COc1ccc(NC(=O)NCCc2nc3cccnc3n2-c2ccccc2)cc1 | i
CC(=O)Nc1cccc(-c2nc(-c3ccc4c(c3)Sc3ccccc3C(=O)N4C)no2)c1 | i
NS(=O)(=O)c1ccc(NC(=O)c2cc(-c3ccc(Cl)cc3)on2)cc1 | +
COc1cc(NC(=O)CNC[C@H]2CCCC[C@H]2O)cc(OC)c1 | i
COc1ccc(CC(=O)NC(C2=CCCN(C)C2)C(C)C)cc1 (configuration not stated) | i
COc1cccc2c1OCCCN(S(=O)(=O)NCc1ccccc1)C2 | i
CCn1ncnc1CN1CCOc2c(O)cc(-c3nc4ccccc4s3)cc2C1 | i
Cc1noc(C)c1CNC(=O)Cn1c(=O)oc2ccccc21 | i
Cc1cc2n(n1)CCC(=O)N2Cc1ccc(C(=O)Nc2ccc3c(c2)OCCO3)cc1 | i
CCOc1ccc(CNC(=O)C(C(C)C)N2CCN(C)C(=O)C2=O)cc1 (configuration not stated) | i
CCC(NC(=O)c1cccc(F)c1OC)c1ccccn1 (configuration not stated) | i
O=C(NCc1csc2c1CCCC2)c1cccc(-n2cnnc2)n1 | i
COc1ccc(S(=O)(=O)NCc2cnn3ccccc23)c(OC)c1 | i
CCn1c(C2CCN(C3CCN(c4ccccc4)CC3)CC2)nn(C)c1=O | i
CC(C)(C)c1nnc(NC(=O)NCc2cccc(OC(F)F)c2)s1 | i
COCc1nc2cccnc2n1C1CCN(S(=O)(=O)c2ccc(NC(C)=O)cc2)CC1 | +
COc1cccc(CN(C)Cc2nc(C)no2)c1O | i
Cc1cccc(N(Cc2nc3nc(C)cc(C)n3n2)C(=O)c2ccc(C(C)(C)C)cc2)c1 | +
COCCCNc1nc(Nc2cccc(C)c2)c2cnn(-c3ccccc3)c2n1 | i
O=C1CCCN1Cc1nc(Cc2ccccc2)n[nH]1 | i
Cc1cccc(N(Cc2nc3nc(C)cc(C)n3n2)C(=O)CCc2ccccc2)c1 | i
Carrying on:
SMILES | FECH block
COC(=O)CC1=CC(=O)N(CC(=O)Nc2ccc(F)c(F)c2)c2ccccc2N1 | i
CC(C)(C)c1ccc(C(=O)N2CCC(c3cc(CC(=O)O)[nH]n3)CC2)cc1 | i
CCNC(=O)c1nc[nH]c1C(=O)NCC(C)(C)C | i
Cc1cccc(-c2cc(N3CCN(S(=O)(=O)c4ccc(CC(C)C)cc4)CC3)ncn2)c1 | +
O=C(Nc1ccccc1F)c1nc(N2CCCC2)c2oc3ccccc3c2n1 | i
Cc1ccccc1NC(=O)CC(=O)NCC1(c2ccccc2)CC1(C)C (configuration not stated) | i

The list is partial (hit frequency here may not be typical).
